Screening data deposited in PubChem BioAssay by several laboratories.
LEDGF integ inh: blockers of LEDGF/p75-dependent integrase strand transfer – biochemical, TR-FRET, high throughput, primary screen; AID 743269, 2014; inhibition, % at 3.7 µM; HIV-1 integrase (with human LEDGF/p75); TR-FRET IN-LEDGF/p75 DNA integration, Eu/Cy5; hit rate 0.64% among 370,000;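 active means inhibition above the screen-wide mean plus 3 SD, cut at about 13% in these data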;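 further: signal is the Cy5 over europium emission ratio at 671 and 618 nm; 0% = plate median of compound wells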
PRMT1 FP inh: PRMT1 methyltransferase inhibitors, primary screen, biochemical, fluorescence polarization; inhibition, % at 2.79 µM; recombinant PRMT1, activity-based probe fluorescence polarization; hit rate 1.3% among 370,000; AID 652257, 2013;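 active means inhibition above about 21% made by adding two undisclosed values, limit read from the data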
mABHD4 FP: ABHD4 inhibitors, primary screen, biochemical, fluorescence polarization, mouse | (Lyso)-N-acylphosphatidylethanolamine lipase (Mus musculus), Q8VD66 | purified mABHD4, FP-Rh probe fluorescence polarization | inhibition, % at 8.92 µM | hit rate 0.54% among 370,000;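 active means inhibition exceeding the mean over every tested compound plus 3 SD, cut at about 30% in these data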;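 further: 0% = plate median of compound wells and 100% = S159A mutant with DMSO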
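Test system: mouse ABHD4 enzyme, wild type. Reagent: FP-Rh fluorescent activity-based probe, added after compound pre-incubation. Timing: pre-incubation 45 min, probe exposure 60 min, at 25 °C. Technique: FP readout, ex 525 nm / em 598 nm. Benchmarks: high control S159A mutant with DMSO, low control median of compound wells.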
MBD2 inh: inhibitors of MBD2 binding to methylated DNA, primary screen, biochemical, TR-FRET, DNA-binding domain, human; hit rate 0.31% among 370,000; MBD2 binding to methylated oligonucleotide; AID 686964, 2013; Methyl-CpG-binding domain protein 2 (Homo sapiens), Q9UBB5; inhibition, % at 4.4 µM; in the data active means inhibition above about 13%
Target sequence (Q9UBB5 whole entry, looked up, the tested form may be a part): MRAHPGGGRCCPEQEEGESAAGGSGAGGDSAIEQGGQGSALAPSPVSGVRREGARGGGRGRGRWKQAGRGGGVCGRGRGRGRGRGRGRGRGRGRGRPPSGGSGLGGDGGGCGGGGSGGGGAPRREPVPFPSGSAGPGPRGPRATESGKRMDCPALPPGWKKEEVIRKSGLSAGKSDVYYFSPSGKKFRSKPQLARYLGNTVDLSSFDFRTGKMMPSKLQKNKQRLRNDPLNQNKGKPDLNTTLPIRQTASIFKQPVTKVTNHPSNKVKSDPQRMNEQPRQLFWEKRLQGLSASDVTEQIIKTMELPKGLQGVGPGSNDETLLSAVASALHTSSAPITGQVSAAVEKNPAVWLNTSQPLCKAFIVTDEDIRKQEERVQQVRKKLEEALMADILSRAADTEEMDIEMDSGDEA
TDP2 absorb: human TDP2 enzyme inhibitors, primary screen, biochemical, epi absorbance, recombinant enzyme; Tyrosyl-DNA phosphodiesterase 2 (Homo sapiens), O95551; T5PNP hydrolysis, p-nitrophenol absorbance 415 nm; inhibition, % at 12.8 µM; hit rate 0.34% among 370,000; AID 720702, 2013;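 active means inhibition above the mean of all tested compounds plus 3 SD, set per campaign, cut at about 25% in these data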;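 further: 0% = DMSO with enzyme and 100% = buffer with substrate but no TDP2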
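Evaluation: % inhibition relative to enzyme-containing and enzyme-free wells. Material: recombinant human TDP2. Benchmarks: enzyme-free and DMSO wells. Timing: enzyme reaction with compound for 2 h at 37 °C. Compound dosing: 12.8 µM only. Measured by: p-Nitrophenol epi absorbance. Reagent: T5PNP substrate at 5 mM, a TopII-DNA adduct mimic. Replication: single well per compound.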
rCAG RNA binder: binders of r(CAG) RNA repeats, primary screen, biochemical, fluorescence | hit rate 1.3% among 370,000 | inhibition, % at 3 µM | AID 651821, 2012 | r(CAG) RNA repeat, TO-PRO-1 dye displacement fluorescence;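 active means inhibition above the plate cutoff, the mean of all test compounds on that plate plus 3 SD, cut at about 35% in these data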;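 further: 0% = DMSO alone and 100% = 100 µM mitoxantrone as full dye displacement; higher means more dye released from RNA so lower well fluorescence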
TCR-CD3 inh: inhibitors of human TCR-CD3 interaction, primary screen, biochemical, fluorescence, TAMRA-labeled TCR probe; inhibition, % at 9.4 µM; hit rate 0.37% among 360,000; T-cell receptor (TCR); in the data active means inhibition above about 19%;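 further: recombinant mutant TCR 2C K166C tagged with TAMRA read by polarization; 0% = receptor in buffer alone and 100% = receptor with positive control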
GC-B act: human GC-B receptor activators, primary screen, HEK293 GC-B cells, cGMP TR-FRET, EC30 CNP. 0% at EC30 CNP, 100% saturating CNP. activation, % at 10 µM. hit rate 0.11% among 370,000;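 active means activation at 10 µM reaching about 35% in either raw or pattern-adjusted values, limit read from the data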
HTRA1 inh: HTRA1 serine protease inhibitors, primary screen, biochemical, fluorescence polarization, HTS; Q92743; inhibition, % at 5.96 µM; AID 504803, 2011; recombinant HTRA1, FP-rhodamine activity-based probe; hit rate 0.5% among 340,000; in the data active means inhibition above about 36%;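 further: 0% = enzyme with DMSO and 100% = wells lacking enzyme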
SIAE inh: human SIAE inhibitors, primary screen, biochemical, fluorescence polarization, FP-Rh probe, 1536-well HTS; Sialate O-acetylesterase (Homo sapiens), Q9HAT2; SIAE FP-Rh probe binding; inhibition, % at 9.66 µM; hit rate 0.69% among 370,000; AID 1053197, 2014;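 active means inhibition above a cutoff: mean of compounds within the control limits plus 3 SD of those, cut at about 17% in these data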;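 further: 0% = plate median of compound wells and 100% = probe without SIAE protein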
Target sequence (Q9HAT2 whole entry, looked up): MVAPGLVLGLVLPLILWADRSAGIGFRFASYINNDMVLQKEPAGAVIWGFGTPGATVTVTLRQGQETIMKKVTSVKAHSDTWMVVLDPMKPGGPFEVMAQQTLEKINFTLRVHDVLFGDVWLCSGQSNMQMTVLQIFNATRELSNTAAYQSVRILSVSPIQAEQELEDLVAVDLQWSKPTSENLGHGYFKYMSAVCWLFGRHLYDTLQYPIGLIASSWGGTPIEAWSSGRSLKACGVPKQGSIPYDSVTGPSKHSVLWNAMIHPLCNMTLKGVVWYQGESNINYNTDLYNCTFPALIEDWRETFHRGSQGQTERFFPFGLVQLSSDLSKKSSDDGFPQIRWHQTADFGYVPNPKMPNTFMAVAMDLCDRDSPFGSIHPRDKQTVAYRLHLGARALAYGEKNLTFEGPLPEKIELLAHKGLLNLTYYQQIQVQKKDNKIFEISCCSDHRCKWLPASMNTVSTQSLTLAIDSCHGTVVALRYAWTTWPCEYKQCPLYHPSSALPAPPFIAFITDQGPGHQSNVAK
* hit, by the source's call; nt = not tested or not shown.

SMILES	LEDGF integ inh	PRMT1 FP inh	mABHD4 FP	MBD2 inh	TDP2 absorb	rCAG RNA binder	TCR-CD3 inh	GC-B act	HTRA1 inh	SIAE inh
COc1ccc(Nc2ncnc3ccc([N+](=O)[O-])cc23)c(OC)c1	0	0	1	1	-1	-3	-5	-2	1	-3
C=CCOC(=O)C1=C(C)NC(=O)NC1c1ccc(O)cc1 (centres undefined)	-3	4	5	1	1	-4	-8	9	9	3
O=C(NNS(=O)(=O)c1ccc(F)cc1)c1ccccc1	-9	-2	6	1	8	3	-2	-4	7	-7
Cc1csc(NC(=O)C(C)Oc2ccc(Br)cc2)n1 (centres undefined)	2	2	-10	5	2	-2	-15	-8	-12	-1
Cc1ccccc1NS(=O)(=O)c1ccc(N2CCCC2=O)cc1	1	-2	-2	-2	0	3	0	3	6	1
C=CCn1c(-c2ccccc2)nc2nc3ccccc3nc21	1	3	8	3	0	1	4	1	-3	-6
Cc1ccc(C(=O)NNC(=O)Cn2ccc(C(F)(F)F)n2)o1	0	0	-2	1	-7	3	3	0	1	-2
NNC(=O)c1ccc(COc2cccc3cccnc23)cc1	-2	2	-14	0	5	3	-5	0	-20	-7
CN(C)S(=O)(=O)N(CC(=O)Nc1ccccc1F)c1ccccc1	-4	2	-1	2	3	-3	-2	-1	1	2
C=CCNC(=O)Cn1nc(-c2ccccc2)ccc1=O	0	-2	-2	2	-11	-1	-3	1	5	-1
CCOC(=O)c1ccc(NC(=O)Cn2cnc3cc(C)c(C)cc32)cc1	0	-4	-5	-3	-2	2	-1	1	-5	-17
CN(C)CCCN(C(=O)c1ccc(S(=O)(=O)N(C)C2CCCCC2)cc1)c1nc2ccc(F)cc2s1	-2	6	1	4	-3	-7	-1	-5	-16	0
Cc1onc(-c2ccccc2)c1C(=O)NC(=S)Nc1sc2c(c1C#N)CCC(C)C2 (centres undefined)	1	11	-11	1	-3	42*	2	1	1	2
O=C(N/N=C/C(Cl)=C/c1ccccc1)c1ccccc1F	-2	-3	0	-5	4	3	11	-11	-11	-1
COc1ccc(S(=O)(=O)NC(=O)C2(C)CCN2C(=O)C2(c3ccc(Cl)cc3)CCC2)cc1 (centres undefined)	-1	0	3	1	0	46*	-2	2	nt	1
CSc1cccc(NC(=S)N2CCC(N(C)C3CCCCCC3)CC2)c1	-4	-2	-2	1	0	-9	3	1	0	0
CCOC(=O)N1CCC(N(CCN(C)C)C(=S)Nc2ccccc2C)CC1	-2	2	4	-1	7	-1	2	2	2	6
COC(C/C=C\C(=O)[C@H](C)OCc1ccccc1)OC	2	-2	-1	-4	1	3	5	11	-5	-17
Cc1ccc(C#N)c(SCCN2CCCCC2)n1	2	15	3	-3	-11	3	2	-7	-3	-2
O=C(Cc1ccccc1)Nc1ccc2oc(-c3ccncc3)nc2c1	1	1	3	0	1	3	-2	2	-1	-3
CC(=O)Nc1cc(-c2cccc(CO)c2)cn2c(-c3ccc(C(C)=O)cc3)cnc12	0	5	-14	-2	-6	9	0	28	nt	-11
CCCCC#Cc1ccc(C(=O)NNC(=O)Nc2cc(Cl)cc(Cl)c2)o1	-1	-1	-5	0	-11	7	6	-1	-5	-21
COc1ccccc1NC(=O)C1=C(C)NC(=O)NC1c1ccccc1F (centres undefined)	-1	2	0	-2	1	5	-6	0	3	-2
CCC(C)C1NC(=S)N(Cc2ccccc2)C1=O (centres undefined)	2	0	3	-4	1	-4	-2	-8	-10	0
O=C(Nc1cccc(F)c1)/C(=C/c1ccco1)NC(=O)c1ccco1	4	30*	4	-6	4	24	-1	2	-7	5

Next entries.
SMILES	LEDGF integ inh	PRMT1 FP inh	mABHD4 FP	MBD2 inh	TDP2 absorb	rCAG RNA binder	TCR-CD3 inh	GC-B act	HTRA1 inh	SIAE inh
CC(=O)N1CCC2(CC1)C(C#N)=C(N)Oc1n[nH]c(C(F)(F)F)c12	0	0	5	-2	0	2	-3	2	-2	8
CCCn1c(SCC(=O)Nc2cccc(Cl)c2Cl)n[nH]c1=O	-3	2	-1	-1	8	-1	3	0	-1	-12
COc1cc(NS(C)(=O)=O)ccc1Nc1c2ccccc2nc2ccccc12	0	3	3	-14	-3	3	8	-11	2	10
CN(C)/N=C/C=C1\CC/C(=C\c2ccc(F)c(F)c2)C1=O	-9	8	3	0	-10	-2	-7	2	-2	11
O=[N+]([O-])c1ccc(NN=Cc2ccccc2O)nc1	-4	0	12	-6	-15	11	4	-5	-2	-2
O=C(c1cc(COc2c(F)cccc2F)on1)N1CCc2ccccc2C1	-3	0	-4	2	6	-1	0	-2	-11	-4
Cn1ccs/c1=N\S(=O)(=O)c1ccc(C(C)(C)C)cc1	0	-1	-3	-2	8	1	1	-4	-1	12
COc1ccc(NC(=O)Nc2ccc3c(c2)C(=O)N([C@H](C)CO)C[C@H](C)[C@@H](CN(C)C(=O)NC(C)C)O3)cc1	0	1	6	-4	8	-4	0	4	1	4
Cc1onc(-c2ccccc2Cl)c1C(=O)NCCCN1CCOCC1	6	4	-6	1	-3	7	6	0	-1	-1
CCOc1ccc(CCNC(=O)CCCN2C(=O)c3ccccc3C2=O)cc1OCC	-2	0	2	-5	3	-9	4	-3	2	-1
CCN(CC)S(=O)(=O)c1cccc(NC(=O)CSc2nc3ccccc3[nH]2)c1	2	1	-5	-7	4	5	-8	-9	-14	5
Cc1ccc(S(=O)(=O)N/N=C\c2cn(CC(N)=O)c3ccccc23)cc1	0	0	-4	-7	-21	14	5	4	-1	4
COc1ccc(-c2cc(C(=O)N3CCCCC3)c3ccccc3n2)cc1	-4	-4	1	-4	-10	-6	2	1	-8	-4
Cc1c(Cl)c([N+](=O)[O-])nn1CC(=O)N1CCCc2ccccc21	-1	0	-4	3	8	0	10	9	5	3
CCOc1ccc(NC(=O)Nc2ccc(Br)cn2)cc1	3	2	-2	-2	1	2	13	-2	0	6
Nc1c(C(=O)NCc2ccco2)sc2nc(N3CCOCC3)c3c(c12)CCCC3	1	21	6	-2	3	1	-2	20	-35	1
C[C@H](NC(=O)[C@H]1N2C(=O)c3ccccc3C2SC1(C)C)C(=O)NCC1CCCO1 (some centres undefined)	0	7	-4	-4	-20	1	-4	-3	8	0
CCc1cccc2c(C(=O)COC(=O)c3cnc(C)cn3)c[nH]c12	-1	4	0	3	6	4	1	-1	-4	-4
COc1ccc(NC(=O)c2ccc(S(=O)(=O)N3CCCC3)cc2)cc1OC	2	-3	-1	-2	-11	1	-4	-1	2	8
CS(=O)(=O)c1ccc(-c2sc3ccccc3c2C(=O)N2CCN(c3ccc(F)cc3)CC2)cc1	-3	-2	3	-3	3	0	0	0	-11	1
COC(=O)Nc1ccc(S(=O)(=O)N2CCN(C)CC2)cc1	1	3	1	4	-3	1	-5	7	3	6
O=C1N(Cc2cccnc2)C[C@@H]2C[C@@H](c3cccc(C(F)(F)F)c3)N3CCC[C@@]123	-2	-4	2	0	-16	-9	-1	-1	-2	3
NS(=O)(=O)c1ccc(NC(=S)Nc2ccc(C(=O)N3CCCCC3)cc2)cc1	-9	7	9	-2	0	2	-2	4	0	1
Cc1ccc(C(=O)c2coc3ccc(O)c(CN4CCN(C)CC4)c23)cc1	-1	1	7	3	-5	-10	-14	-4	3	-1
Cc1ccc(CN2CCNC(=O)C2CC(=O)N(C)C2CCCCC2)cc1 (centres undefined)	0	-4	-2	-2	-10	-7	10	0	-3	6
Cc1ccc(SCCNC(=S)Nc2cc(C)cc(C)c2)cc1	2	-2	-30	-2	0	-2	4	2	-59	-5
COc1ccc(O[C@@H]2O[C@H](COC(C)=O)[C@@H](OC(C)=O)[C@H](OC(C)=O)[C@H]2NC(C)=O)cc1	-1	-1	-1	2	13	-3	9	3	0	-4
C=C/C(C)=C/CC1C(=C)CCC2C(C)(C(=O)O)CCCC12C (centres undefined)	4	-1	-4	2	2	19	11	-4	-4	-8

Of the compounds above, these contain fluorine:
SMILES	LEDGF integ inh	PRMT1 FP inh	mABHD4 FP	MBD2 inh	TDP2 absorb	rCAG RNA binder	TCR-CD3 inh	GC-B act	HTRA1 inh	SIAE inh
O=C(NNS(=O)(=O)c1ccc(F)cc1)c1ccccc1	-9	-2	6	1	8	3	-2	-4	7	-7
Cc1ccc(C(=O)NNC(=O)Cn2ccc(C(F)(F)F)n2)o1	0	0	-2	1	-7	3	3	0	1	-2
CN(C)S(=O)(=O)N(CC(=O)Nc1ccccc1F)c1ccccc1	-4	2	-1	2	3	-3	-2	-1	1	2
CN(C)CCCN(C(=O)c1ccc(S(=O)(=O)N(C)C2CCCCC2)cc1)c1nc2ccc(F)cc2s1	-2	6	1	4	-3	-7	-1	-5	-16	0
O=C(N/N=C/C(Cl)=C/c1ccccc1)c1ccccc1F	-2	-3	0	-5	4	3	11	-11	-11	-1
COc1ccccc1NC(=O)C1=C(C)NC(=O)NC1c1ccccc1F (centres undefined)	-1	2	0	-2	1	5	-6	0	3	-2
O=C(Nc1cccc(F)c1)/C(=C/c1ccco1)NC(=O)c1ccco1	4	30*	4	-6	4	24	-1	2	-7	5
CC(=O)N1CCC2(CC1)C(C#N)=C(N)Oc1n[nH]c(C(F)(F)F)c12	0	0	5	-2	0	2	-3	2	-2	8
CN(C)/N=C/C=C1\CC/C(=C\c2ccc(F)c(F)c2)C1=O	-9	8	3	0	-10	-2	-7	2	-2	11
O=C(c1cc(COc2c(F)cccc2F)on1)N1CCc2ccccc2C1	-3	0	-4	2	6	-1	0	-2	-11	-4
CS(=O)(=O)c1ccc(-c2sc3ccccc3c2C(=O)N2CCN(c3ccc(F)cc3)CC2)cc1	-3	-2	3	-3	3	0	0	0	-11	1
O=C1N(Cc2cccnc2)C[C@@H]2C[C@@H](c3cccc(C(F)(F)F)c3)N3CCC[C@@]123	-2	-4	2	0	-16	-9	-1	-1	-2	3

A portion of the library; rates above refer to the full screens.
